# Screening data as filed in PubChem.
# PTHR1 ag: qHTS for PTHR1 Agonists: Primary Screen; Potency, µM (doses to about 115 µM), without a hit: at the highest dose activation, hits mostly activators; HEK293 GP2 PTHR1 cells, GloSensor cAMP luminescence, 1 h; 0.075% of 410,000 active; Parathyroid hormone/parathyroid hormone-related peptide receptor (Homo sapiens), Q03431; further: potency means the concentration at half of the fitted maximal effect; nearly all actives have a fitted effect of over 55% in size; some results filed as inactive show a strong effect at the top dose; inactives centre near -15; many of its hits are not listed in these tables
#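 HEK-293-derived GP2 cells expressing PTHR1 and a GloSensor cAMP reporter, 3,000/well, plated overnight, given luciferin plus IBMX (each 0.5 mM as added) for 1 h at 37 °C, then compound for 1 h at 37 °C. Luminescence was read after 15 min at room temperature.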
# EPAC1 ag: qHTS for Agonist of cAMP-regulated guanine nucleotide exchange factor 3 (EPAC1): primary screen | Rap guanine nucleotide exchange factor 3 (Homo sapiens), O95398 | EPAC1 agonist qHTS, biochemical assay; response scale: 100% = response to 6.5 mM cAMP | Potency, µM (series often up to 154 µM), for inactives: at the highest dose activation, hits mostly activators | 0.073% of 360,000 active | AID 720707, 2013; further: potency means the concentration at half of the fitted maximal effect; nearly all actives have a fitted effect of over 60% in size
# Target sequence (O95398 whole entry, looked up): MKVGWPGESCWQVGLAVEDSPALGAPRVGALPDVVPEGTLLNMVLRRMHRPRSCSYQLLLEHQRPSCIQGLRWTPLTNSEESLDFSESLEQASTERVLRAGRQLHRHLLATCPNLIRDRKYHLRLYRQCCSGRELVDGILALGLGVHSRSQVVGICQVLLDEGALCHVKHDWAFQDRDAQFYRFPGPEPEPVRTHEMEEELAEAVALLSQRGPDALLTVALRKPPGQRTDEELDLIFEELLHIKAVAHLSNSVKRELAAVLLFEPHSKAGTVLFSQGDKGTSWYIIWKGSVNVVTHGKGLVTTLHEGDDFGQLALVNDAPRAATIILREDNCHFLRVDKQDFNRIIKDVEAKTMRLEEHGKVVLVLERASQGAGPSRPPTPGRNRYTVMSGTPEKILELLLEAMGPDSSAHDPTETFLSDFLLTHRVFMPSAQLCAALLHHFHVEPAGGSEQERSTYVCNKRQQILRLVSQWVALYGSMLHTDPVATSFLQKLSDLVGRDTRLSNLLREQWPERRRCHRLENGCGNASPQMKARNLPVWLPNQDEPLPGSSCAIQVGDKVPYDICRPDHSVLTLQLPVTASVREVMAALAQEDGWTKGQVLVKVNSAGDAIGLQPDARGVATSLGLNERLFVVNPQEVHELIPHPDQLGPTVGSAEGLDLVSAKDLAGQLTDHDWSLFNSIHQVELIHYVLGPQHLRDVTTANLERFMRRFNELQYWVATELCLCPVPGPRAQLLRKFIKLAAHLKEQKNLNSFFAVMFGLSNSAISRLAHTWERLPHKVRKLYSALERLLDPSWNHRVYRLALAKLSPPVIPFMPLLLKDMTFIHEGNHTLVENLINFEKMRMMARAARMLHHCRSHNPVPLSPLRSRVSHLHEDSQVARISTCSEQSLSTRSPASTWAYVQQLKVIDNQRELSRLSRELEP
#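 Normalized to 6.5 mM cAMP, activity reflects EPAC1-catalysed release of BODIPY-GDP from Rap1B, followed kinetically over 30 min at 480 nm excitation, 540 nm emission. Reaction contained 100 nM EPAC1, 250 nM Rap1B-BODIPY-GDP, 50 uM GDP.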
# EPAC1 antag: qHTS for Antagonist of cAMP-regulated guanine nucleotide exchange factor 3 (EPAC1): primary screen; Rap guanine nucleotide exchange factor 3 (Homo sapiens), O95398; EPAC1 GEF assay, Rap1b-BODIPY-GDP exchange fluorescence; Potency, µM (doses to about 115 µM), inactives show at the top dose activity change, negative = inhibition, usual class: inhibitors; 0.14% of 360,000 active; AID 720709, 2013;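 further: potency means the concentration at half of the fitted maximal effect; plate controls were vehicle for no effect and positive control for full effect; nearly all actives have a fitted effect of over 50% in size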
# IL-2 act: qHTS of IL-2 Activators; IL-2 activation reporter assay, cell-based qHTS; stimulated with anti-CD3/CD4/CD28 beads; in transgenic mouse T cells; activation, % (series mostly up to about 46 µM); 0.065% of 360,000 active; AID 652025, 2013; in the data active means activation above about 50%; inconclusive means mostly about 30% to 49%; further: 0% is about no effect
#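 Quantitative HTS in unstimulated transgenic mouse T cells, with memory T cells as non-tolerant control and PMA/ionomycin as tolerance-bypass control. Compound pretreatment lasted 60 minutes before 18 h bead stimulation; EGFP/DsRed fluorescence read.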
# HEK293 tox: qHTS of GLP-1 Receptor Inverse Agonists: Cytotox Screen. HEK293 cAMP-luciferase reporter cells, luminescence, 24 h. 0.13% of 410,000 active. Potency, µM (highest dose often 38.3 µM), for the others: at the top dose activity change, negative = inhibition, actives largely listed as inhibitors;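 further: loss of luciferase light is scored as toxicity; potency means the concentration at half of the fitted maximal effect; on the % scale 0 is the no-effect control and ±100 the full control effect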
#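 MLSMR compounds, 24 hr on cells at 37 deg C/5% CO2; luminescence after luciferase reagent (12 min RT). Inhibition counted as the undesired cytotoxic outcome.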
# GLP-1R inv ag: qHTS of GLP-1 Receptor Inverse Agonists (Inhibition Mode); Glucagon-like peptide 1 receptor (Homo sapiens), P43220; HEK293 GLP-1R CRE-luciferase, luminescence, 24 h; GLP-1R form is constitutively active; Potency, µM (titrated, usually from 38.3 µM), for the others: at the highest dose activity change, negative = inhibition, actives largely listed as inhibitors; 1.6% of 410,000 active; further: potency means the concentration at half of the fitted maximal effect; on the % scale 0 is the no-effect control and ±100 the full control effect; nearly all actives have a fitted effect of over 55% in size
#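 Cells are plated, allowed 12 hours at 37 deg C, then treated with compounds for 24 hr before luciferase detection reagent is added and luminescence is read after 12 min at room temperature. The HEK293 line carries constitutively active GLP-1R with a cAMP-responsive reporter.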
# PLK1 PBD block: qHTS for Inhibitors of PLK1-PDB (polo-like kinase 1 - polo-box domain): Primary Screen; Serine/threonine-protein kinase PLK1 (Homo sapiens), P53350; Plk1 PBD binding of FITC phosphopeptide, fluorescence polarization; Potency, µM, inactives show max response, negative = inhibition, hits mostly inhibitors; 2.8% of 360,000 active; AID 720504, 2013; further: potency means the concentration at half of the fitted maximal effect; series mostly up to about 57 µM; on the % scale 0 is the no-effect control and ±100 the full control effect; nearly all actives have a fitted effect of over 65% in size
# GLP-1R agonist: qHTS of GLP-1 Receptor Agonists; HEK293 GLP-1R CRE-luciferase, luminescence, 4-6 h; cells express a hypersensitive GLP-1R form; Potency, µM (series often up to 45.6 µM), for inactives: at the top dose activation, most hits filed as activators; 0.007% of 380,000 active; further: potency means the concentration at half of the fitted maximal effect; % of control where 0% means no effect
# PI5P4Ka inh: qHTS for Inhibitors of phosphatidylinositol 5-phosphate 4-kinase (PI5P4K); PI5P4Kalpha enzyme, ADP-Glo luminescence, 60 min; hits give low values; AID 652105, 2013; 1.2% of 330,000 active; Phosphatidylinositol 5-phosphate 4-kinase type-2 alpha (Homo sapiens), P48426; max response, %; active means max response of -50% or lower; inconclusive means between -30% and -50%; inactive means -30% or higher; further: value at the top dose of about 77 µM; on the % scale 0 is the no-effect control and ±100 the full control effect
#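 Quantitative HTS of the MLSMR library against PI5P4Kalpha with substrate. ATP added last at 5 microM final; room temperature, 60 minutes. Remaining ATP depleted, ADP converted and read as luminescence.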
# * marks the source's active call; other numbers are inactive results; i = inactive; ? = inconclusive; . = not tested or not shown; & = joins results of further samples; [ ] = dose if it differs, or a comment. Unless noted, the call rests on the fitted dose curve; in most records, active means well fitted curve in the direction sought with a large enough effect; inconclusive means small, poorly fitted or top-dose-only effect, or another doubt; inactive means no such curve, though single readings can be large; an effect the other way counts as inactive or inconclusive. Only part of the results is shown; the hit share may differ from the screen's.
no.	Compound	PTHR1 ag	EPAC1 ag	EPAC1 antag	IL-2 act	HEK293 tox	GLP-1R inv ag	PLK1 PBD block	GLP-1R agonist	PI5P4Ka inh
1	CC(C)(C)C(=O)/C=c1\[nH]c(=O)/c(=C\c2ccc(C#N)cc2)s1	-52%[inhibitor]	-4%	-14%	-1.4	-9%	-13%	-7%	-1%	2
2	Nc1c(NCCc2ccccc2)c2ccccc2oc1=O	-14%	-3%	-8%	-2.1	4%	7%	-9%	26%	-1
3	Cc1cccc(Cc2c(C)nc3nc(SCc4ccccc4Cl)nn3c2C)c1	-39%[inhibitor]	.	.	.	4%	10%	.	0%	.
4	CCCCCCCCCCCCCCCC(=O)NCCO	?	-11%	5%	5.5	7%	46%	?	?	0
5	CCCCCn1c(=O)c2ccccc2n2c(=S)[nH]nc12	i	-9%	13%	-0.4	-3%	1%	19µM*	-5%	-19
6	COc1ccc(C2Nc3ccccc3NC3=C2C(=O)CC(C)(C)C3)cc1O (stereo not drawn)	-16%	21%	-11%	1.1	36%[activator]	5%	3.8µM*	0%	-29
7	Cc1ccc(N(CC(=O)Nc2cc(Cl)ccc2Oc2ccccc2)S(C)(=O)=O)c(C)c1	-47%[inhibitor][57.5 µM]	17%	-3%	-0.5	3%	7.1µM*	-4%	-4%	14
8	N#C/C(=C\c1ccccc1)C(=O)NNS(=O)(=O)c1cccc([N+](=O)[O-])c1	-5%	-3%	-4%	-0.8	5%	5%	?	-19%	-12
9	COc1ccc(NC(=O)CSc2nnc(NC(=O)c3ccco3)s2)cc1OC	i	4%	-1%	2.1	-1%	9%	1%	-10%	-14
10	O=C(Nc1ccc(-c2nc3ncccc3o2)cc1)c1ccc([N+](=O)[O-])o1	-18%	-13%	4%	-1.5	0%	290%[activator]	-5%	3%	-1
11	Cc1nc(-c2ccc([N+](=O)[O-])cc2)sc1C(=O)O	i	1%	-11%	0.2	2%	-2%	-13%	0%	?
12	Cc1ccc(S(=O)(=O)C/N=C(/NC(=S)N(c2ccccc2)c2ccccc2)c2ccccc2)cc1	i	1%	1%	-1.7	0%	-14%	?	4%	.
13	N#CC1=C(N2CCCCC2)c2cc3c(n2C1=O)CCCC3	-21%[57.5 µM]	-10%	-9%	-0.8	-6%	-3%	-4%	22%	-5
14	CCc1occc(=O)c1Oc1cc(NN2CCCCC2)c([N+](=O)[O-])cc1[N+](=O)[O-]	-33%[inhibitor]	-4%	-18%	2.1	?	?	-4%	-3%	-6
15	O=C(NC1CCCCCC1)c1ccc2nc3cc(Cl)ccc3c(=O)n2c1	i	-2%	6%	-1.1	-1%[7.66 µM]	1%[7.66 µM]	2%	0%	8
16	O=C1/C(=C/c2ccc(O)c(O)c2)SC(=S)N1Nc1ccccc1	-30%	-3%	?	-3.3	?	?	8%	16%	-61*
17	CCc1ccccc1N/C(=N\S(=O)(=O)c1ccccc1)C(F)(F)F	i	-2%	13%	0.6	0%	-5%	4%	-1%	11
18	CCOC(=O)N1CCN(C(=O)c2ccc(Cl)nc2)CC1	i	8%	10%	0.6	0%	12%	-8%	4%	-3
19	CC1(NC(=O)Cc2csc(-c3cccc(Cl)c3)n2)CCS(=O)(=O)C1 (stereo not drawn)	-11%	-18%	-3%	0.2	7%	5%	0%	-1%	-3
20	O=C(Nc1ccccc1Br)C1CCN(S(=O)(=O)c2cccs2)CC1	-6%	4%	-5%	-0.3	-1%	6%	-2%	3%	7
21	CCOC(=O)/C(C#N)=C/c1c(N2CCN(c3ccc(OC)cc3)CC2)nc2c(C)cccn2c1=O	i	-9%	-8%	-2.9	1%	0%	7%	12%	-2
22	NC(CO)c1csc(Nc2ccc(C(F)(F)F)cn2)n1 (stereo not drawn)	-21%	-18%	-8%	0.3	-11%	-17%	4%	-4%	5
23	COC(=O)C1=C(C)OC(N)=C(C#N)C1c1c(C)nn(-c2ccccc2)c1Cl (stereo not drawn)	i	1%	?	1.4	6%	1%	-14%	14%	8
24	Cc1occc1C(=O)Nc1nnc(C2CCCCC2)s1	-7%	-15%	0%	-2.2	-10%	-5%	-1%	-1%	.
25	CSc1nc2c(c(=O)[nH]c(=O)n2C)n1CCCc1ccccc1	-5%	2%	-30%	6.4	5%	130%[activator]	-22%	?	-4
26	O=C(CNCC1CCCO1)Nc1ccc(N2CCCCCC2)cc1 (stereo not drawn)	-4%	2%	4%	-2.1	-18%	0%	-3%	1%	.
27	Cc1ccc[n+](CC(=O)c2ccc(Br)cc2)c1C	-5%	-8%	3%	1.6	-17%	21%	6%	-5%	-2
28	Cc1nc(NC(=O)COC(=O)/C=C/c2ccco2)c(Cl)cc1Cl	i	-3%	-3%	1.3	-24%	0%	-14%	-7%	-30
29	CN1C(C(=O)NCCc2cccs2)CC2Cn3c(nc4cc(Cl)c(Cl)cc43)C21 (stereo not drawn)	i	-4%	-1%	0.1	-13%	-14%	-5%	-8%	1
30	Cc1ccc2nsnc2c1S(=O)(=O)N(Cc1ccco1)Cc1cc2ccc(C)c(C)c2[nH]c1=O	-5%	8%	-2%	5.2	-3%	10%	-3%	-1%	8
31	C=CCn1c(CCCNC(=O)CCC)nc2ccccc21	i	-2%	25%	-1.9	11%	10%	-6%	-2%	.
32	Cc1cccc(NC(=O)COC(=O)CNC(=O)C2CCCCC2)c1	i	4%	7%	0.7	2%	-4%	-1%	-7%	-1
33	O=C(Nc1ccc(NC(=O)c2cccs2)cc1)c1ccc2ccccc2c1	i	2%	9%	0.3	-1%	9%	-6%	16%	-4
34	CC1(Oc2ccc(Cl)cc2)CCN(Cc2cccn2-c2nccs2)C1 (stereo not drawn)	-20%	14%	-29%	-0.2	-1%	-5%	-17%	-9%	-3
35	O=C(NCCCN1CCCC1=O)c1cc(-c2ccc3c(c2)OCO3)nc2ccccc12	-32%[inhibitor]	5%	1%	1.5	-6%[7.66 µM]	-2%[7.66 µM]	5%	3%	-3
36	O=C(N/N=C/c1ccc(-c2ccccc2[N+](=O)[O-])o1)c1cncc(Br)c1	i	5%	-10%	-6.9	-6%	-1%	-18%	-16%	-28
37	COc1ccc(NC(=O)Nc2ccc(N3CCCC3=O)cc2)cc1OC	-7%	-4%	-2%	-1.2	2%	39%[activator]	1%	0%	.
38	O=C(CN1CCOc2ccccc21)NC1CCN(Cc2ccccc2)CC1	-12%	-4%	-8%	-1.9	0%	?	-8%	6%	2
39	CCOc1ccccc1C(=O)Nc1cc(=O)n(C)c(=O)n1C	-17%	3%	-12%	-1.8	0%	4%	-8%	-1%	-4
40	OCCC1CN(Cc2cccn2-c2ncccn2)CCN1Cc1ccc(F)cc1 (stereo not drawn)	?	-1%	-4%	0.6	-4%	-12%	-3%	-1%	-11
41	CC(C)CN(C(=O)COC(=O)c1ccc(Br)o1)c1c(N)n(Cc2ccccc2)c(=O)[nH]c1=O	-21%	-7%	14%	-2.2	6%	-3%	5%	-11%	8
42	Cc1c(C)c2cccnc2c2ncccc12	?	19%	-3%	-1.0	0.89µM*	?	-8%	2%	-3
43	CC1CN(C(=S)Nc2ccccc2)CC(C)O1 (stereo not drawn)	-2%	8%	1%	1.2	2%	1%	-7%	7%	0
44	Cc1ccc(C(=O)NCCc2nnc3ccc(SCC(=O)Nc4ccccc4C)nn23)cc1	i	-11%	-4%	0.5	5%	3%	0%	2%	1
45	CC1CCN(S(=O)(=O)N2CCC(C(=O)NCc3cccs3)CC2)CC1	-19%	-1%	-18%	0.8	0%	-14%	-2%	0%	9
46	Cc1ccc(OC(=O)COc2ccccc2C)c(-n2nc3ccccc3n2)c1	-29%	11%	-4%	0.8	-18%	54%[activator]	?	0%	.
47	CCOC(=O)Cn1ccc(NC(=O)c2ccc(F)cc2)n1	-34%[inhibitor]	12%	-1%	-2.1	0%	-8%	-3%	-2%	0
48	NC(=O)c1ccccc1NCC(=O)c1ccc(Cl)cc1	i	6%	-20%	-0.3	-2%	14%	-5%	2%	-2
49	COc1cccc(NS(=O)(=O)c2ccc3[nH]cc(C(=O)N(C)Cc4ccco4)c(=O)c3c2)c1	-16%	6%	9%	-0.3	-2%&4%	15%&25%	-9%	1%	.
50	O=C(O)CCC(=O)Nc1ccc(C(=O)OCC(=O)c2ccc(Cl)cc2Cl)cc1	-4%	12%	13%	-0.3	-10%	7%	-9%	8%	1
51	Nc1nc(-c2ccccc2)cs1	-5%[57.5 µM]	14%	7%	-1.7	25%	6%	?	-2%	.
52	CSc1nnc(-c2ccccc2SC)o1	i	-1%	1%	1.6	-12%	7%	30µM*	8%	-3
53	Cc1ccc(NC(=O)CO/N=C(\N)c2ccccc2)cc1C	i	-8%	5%	0.0	2%	?	0%	8%	3
54	O=C(c1ccc2nc(-c3ccccc3)c(-c3ccccc3)nc2c1)N1CCCCC1	-27%	-2%	-8%	-0.1	5%	2.5µM*	-14%	4%	1
55	CN1CCN(C(=O)CCC(=O)O)CC1	-2%	-11%	5%	2.8	-28%	-1%	-5%	-1%	0
56	Cc1cc(Cl)ccc1NC(=S)N(CCCN1CCOCC1)Cc1cccs1	-17%	2%	15%	-0.3	15%[1.53 µM]	?	11µM*	-3%	-6
